FLuc modulator: qHTS profiling assay for firefly luciferase inhibitor/activator using purifed enzyme and Km concentrations of substrates (counterscreen for miR-21 project); AID 588342, 2011; purified FLuc, Km substrates, luminescence inhibition; 360,000 tested, 6.9% active; Luciferin 4-monooxygenase (Photinus pyralis), P08659; Potency, µM (titrated, usually from 57.5 µM), for the others: top-dose activity change, negative = inhibition, most hits filed as inhibitors; active means well fitted inhibition curve with a large enough effect; inconclusive means small, poorly fitted or top-dose-only effect;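 further: plate controls were vehicle for no effect and reference inhibitor for full effect; nearly all actives have a fitted effect of over 55% in size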
Target sequence (P08659 whole entry, looked up): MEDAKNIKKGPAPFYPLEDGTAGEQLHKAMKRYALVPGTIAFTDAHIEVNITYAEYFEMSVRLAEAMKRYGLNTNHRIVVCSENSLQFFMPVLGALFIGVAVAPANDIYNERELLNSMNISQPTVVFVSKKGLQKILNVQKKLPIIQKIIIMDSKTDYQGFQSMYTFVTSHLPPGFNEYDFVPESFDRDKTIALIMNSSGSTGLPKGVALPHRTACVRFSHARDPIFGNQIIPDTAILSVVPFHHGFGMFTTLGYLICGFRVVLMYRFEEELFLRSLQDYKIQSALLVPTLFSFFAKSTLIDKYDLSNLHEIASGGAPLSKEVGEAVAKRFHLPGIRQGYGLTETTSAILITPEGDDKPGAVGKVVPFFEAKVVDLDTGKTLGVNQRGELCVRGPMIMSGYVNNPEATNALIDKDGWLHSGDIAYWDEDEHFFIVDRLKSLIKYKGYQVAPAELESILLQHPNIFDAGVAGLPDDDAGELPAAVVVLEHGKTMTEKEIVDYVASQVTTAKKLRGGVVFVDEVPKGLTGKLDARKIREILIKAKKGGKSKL
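Purified P. pyralis luciferase (10nM final) with 10uM D-luciferin and 10uM ATP (Km levels) in 50mM Tris acetate pH 7.5, 10mM Mg acetate, 0.01% Tween-20, 0.05% BSA; qHTS 6-point titration, ~60 µM downward; luminescence read.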
* = called active by the depositor; ? = inconclusive. Potency means the concentration at half of the fitted maximal effect. These rows are one share of the data; rates above refer to the full screens.

SMILES | FLuc modulator
O=C(NCCc1ccc(Cl)cc1)C1CCN(c2ncnc3c2nc2n3CCCCC2)CC1 | -5%
O=C(COCc1cc(-c2ccc3c(c2)OCO3)on1)Nc1cc(C(F)(F)F)ccc1Cl | -1%
Cc1cc(NC(=O)CCCn2c(C)c3cnn(-c4ccccc4)c(=O)c3c2C)ccc1Br | -10%
COc1ccccc1CNC(=O)c1cnc(N2CCCC2)nc1C | -5%
CCN1CCN(C(c2ccc(Cl)cc2)c2c(O)cc(C)n(CCOC)c2=O)CC1 (configuration not stated) | -11%
CC(C)NC(=O)C1CCCN(c2ncnc3c2nc2n3CCCCC2)C1 (configuration not stated) | -8%
Oc1ccc(Cl)cc1C1=Nc2ccccc2N=C(c2cccc(Br)c2)C1 | -6%
Cn1cc(C(=O)NCCc2ccc(Cl)cc2)c(=O)c2cc(S(=O)(=O)N3CCCCC3)ccc21 | -2%
COC(=O)c1cc2oc3ccccc3c2n1CC(=O)Nc1ccc(Cl)cc1F | -2%
COc1ccc(-c2nc3ccccc3s2)cc1NC(=O)c1cc2ccccc2o1 | -1%
Cc1cc(C)cc(NC(=O)CSc2oc(-c3ccco3)nc2S(=O)(=O)c2ccccc2)c1 | 2%
COc1ccc(OCCCn2c(C)nc3cc(C)c(C)cc32)cc1 | -2%
Cc1cccc(N2CCN(C(=O)c3ccc4c(c3)N(Cc3cccc(Cl)c3)C(=O)c3ccccc3S4=O)CC2)c1C (configuration not stated) | 0%
CCCCN1C(=O)CN(C2CCCCCC2)C(=O)C1c1ccc(OC(C)C)c(OC)c1 (configuration not stated) | -6%
COc1ccccc1C(=O)Nc1ccc2nc(N3CCC(C)CC3)cc(C)c2c1 | 0%
Cc1noc(-c2ccc(-c3noc(-c4ccc(F)cc4)n3)cc2)n1 | -6%
COC(=O)c1ccccc1NC(=O)c1cn2c3c(ccc(Cl)c3c1=O)OC(C)C2 (configuration not stated) | -7%
COc1ccc(NC(=O)Cn2c(=O)n(Cc3ccccc3OC)c(=O)c3cccnc32)cc1Cl | ?
CCc1ccc(C(=O)c2cn(CC(=O)Nc3cccc(C)c3C)c3nc(C)ccc3c2=O)cc1 | -5%
CCOc1cc2[nH]c(=O)n(CCC(=O)N3CCN(c4cccc(Cl)c4)CC3)c(=O)c2cc1OCC | -2%
Cc1ccc2nc(N(Cc3cccnc3)C(=O)c3ccco3)sc2c1 | ?
CCOc1ccccc1CNC(=O)c1cnc2c(-c3ccc(OCC)c(OCC)c3)c(C)nn2c1C | -2%
CCC1Oc2ccc(C)cc2N(CC(=O)NCCc2ccccc2)C1=O (configuration not stated) | -2%
COc1ccc(Br)cc1CNC(=O)c1cc2ccccn2n1 | -12%
CC1=C(c2ccc(C)c(C)c2)S(=O)(=O)N(Cc2ccc(C(=O)NCc3cccc(C)c3)cc2)C1=O | -2%
Cc1ccc(S(=O)(=O)N2CCN(Cc3noc(CCC(=O)N4CCCCC4)n3)CC2)c(C)c1 | -2%
COc1ccc2c(CNC3CCCCCC3)c(C(=O)O)n(Cc3cccc(F)c3)c2c1 | -9%
COC(=O)c1ccc(OC)c(Cn2c(=O)n(-c3cccc(Cl)c3)c(=O)c3c2c2cc(C)ccc2n3C)c1 | -2%
CCOC(=O)c1cccc(NC(=O)N2CCC(CN3CCCCCC3)CC2)c1 | 0%
Cc1c(C(=O)N2CCCCCC2)c(S(=O)(=O)NCc2ccc(Br)cc2)c(C)n1C | -11%
CC(NC(=O)C1CCN(S(=O)(=O)Cc2ccccc2)CC1)c1ccccc1 (configuration not stated) | -9%
CCOC(=O)c1ccccc1NC(=O)C(=O)Nc1ccc2nc3n(c(=O)c2c1)CCCCC3 | -3%
CCOc1ccc(C2CC(=O)c3c([nH]c(C(=O)OCC4CCCCC4)c3C)C2)cc1 (configuration not stated) | 0%
Cc1ccc(NC(=O)c2nc(S(C)(=O)=O)ncc2N(Cc2ccc(C(C)(C)C)cc2)Cc2ccco2)cc1C | 2%
O=C(NCc1ccc(Cl)cc1)c1cnc2sc(N3CCOCC3)nn2c1=O | -1%
CCc1nn2c(=O)cc(COC(=O)c3ccc(NC(=O)COc4ccccc4C)cc3)nc2s1 | 1%
Cc1ccccc1NC(=O)c1c(C)oc2ccc(O)c(CN3CCCC3)c12 | -1%
CCC(Sc1nc(-c2ccccc2F)nc2c1Cc1c(CO)cnc(C)c1O2)C(=O)Nc1cc(C)ccc1C (configuration not stated) | 0%
COc1ccc(CNC(=O)c2cc3ccccn3n2)cc1OC | -4%
Cc1noc(Cn2c(=O)c3cc4c(cc3n(CC(=O)Nc3cccc(Cl)c3)c2=O)OCO4)n1 | -10%
CCOc1ccc(-c2nonc2NC(=O)c2oc3cc(C)ccc3c2C)cc1 | -6%
CC1=C(c2ccc(C(C)C)cc2)S(=O)(=O)N=C1N1CCC(C(=O)Nc2ccc(C)cc2)CC1 | -1%
CCC(=O)Oc1ccc(C2Nc3ccccc3-c3nnc(SC)nc3O2)cc1 (configuration not stated) | -14%
CCOc1ccc(CN2CCc3nc(Nc4ccc(OC)cc4OC)ncc3C2)cc1 | -6%
Cc1cc(C)c(NC(=O)Cn2nnc3sc4c(c3c2=O)CCC(C(C)(C)C)C4)c(C)c1 (configuration not stated) | 3%
CCN(CC)c1ccc(C(=O)NCc2ccc3c(c2)CCN3C(C)=O)cc1 | ?
CCOc1ccc(OCC)c(Nc2nc3ccccc3c3nnc(C)n23)c1 | 4%
COCCNC(=O)c1cnn(-c2cccc(C)c2)c1-n1cccc1 | -12%
Cc1cccc(C)c1NC(=O)c1csc2c1CCCC2 | -3%
CCOc1ccc(-c2cc3nc(C4CCN(C(=O)OC(C)(C)C)CC4)c(C(=O)Nc4cccc(CC)c4)cn3n2)cc1 | -9%
O=C(NCc1ccc(Cl)cc1)c1ccc(CSCc2cccc(Cl)c2)o1 | -14%
COc1ccc(OC)c(CNC(=O)c2nn(-c3ccc(OC)c(Cl)c3)c(=O)c3c2c2ccccc2n3C)c1 | 1%
COc1cc(-c2ccno2)ccc1S(=O)(=O)N1CCN(c2ccc(C(C)=O)cc2)CC1 | 4%
O=S(=O)(NCc1nc2cccnc2n1Cc1ccccc1Cl)c1ccc2c(c1)CCCC2 | -13%
Cn1c(=O)c2c(c3ccccc31)OC(=O)CC2c1cccc(Cl)c1 (configuration not stated) | ?
O=C(Nc1ccc(Cl)c(C(F)(F)F)c1)c1cc2nc(-c3ccc4c(c3)OCO4)cc(C(F)(F)F)n2n1 | -2%
CCCCOc1ccc(C(=O)Nc2nc3c(s2)CC(C)CC3)cc1 (configuration not stated) | -13%
CCOC(=O)C1CCN(C(=O)c2nn(-c3ccc(C)cc3)c(=O)c3c2c2ccccc2n3C)CC1 | 2%
CC1CCCCN1CCCNC(=O)c1cc(Sc2cccc(Cl)c2)nc2ccccc12 (configuration not stated) | -1%
O=C(CN(CCc1ccccc1)S(=O)(=O)c1ccccc1)NCc1ccc(Cl)cc1 | ?

Shown as tab-separated lines: 13 of the compounds above
structure	FLuc modulator
COCCNC(=O)c1cnn(-c2cccc(C)c2)c1-n1cccc1	-12%
Cc1cccc(C)c1NC(=O)c1csc2c1CCCC2	-3%
CCOc1ccc(-c2cc3nc(C4CCN(C(=O)OC(C)(C)C)CC4)c(C(=O)Nc4cccc(CC)c4)cn3n2)cc1	-9%
O=C(NCc1ccc(Cl)cc1)c1ccc(CSCc2cccc(Cl)c2)o1	-14%
COc1ccc(OC)c(CNC(=O)c2nn(-c3ccc(OC)c(Cl)c3)c(=O)c3c2c2ccccc2n3C)c1	1%
COc1cc(-c2ccno2)ccc1S(=O)(=O)N1CCN(c2ccc(C(C)=O)cc2)CC1	4%
O=S(=O)(NCc1nc2cccnc2n1Cc1ccccc1Cl)c1ccc2c(c1)CCCC2	-13%
Cn1c(=O)c2c(c3ccccc31)OC(=O)CC2c1cccc(Cl)c1 (configuration not stated)	?
O=C(Nc1ccc(Cl)c(C(F)(F)F)c1)c1cc2nc(-c3ccc4c(c3)OCO4)cc(C(F)(F)F)n2n1	-2%
CCCCOc1ccc(C(=O)Nc2nc3c(s2)CC(C)CC3)cc1 (configuration not stated)	-13%
CCOC(=O)C1CCN(C(=O)c2nn(-c3ccc(C)cc3)c(=O)c3c2c2ccccc2n3C)CC1	2%
CC1CCCCN1CCCNC(=O)c1cc(Sc2cccc(Cl)c2)nc2ccccc12 (configuration not stated)	-1%
O=C(CN(CCc1ccccc1)S(=O)(=O)c1ccccc1)NCc1ccc(Cl)cc1	?

Remaining list, next part:
SMILES | FLuc modulator
COc1ccc(-n2nc(C(=O)O)c(=O)n(C)c2=O)cc1 | 0%
COc1ccccc1NC(=O)c1ccccc1NC(=O)c1ccccc1 | 15µM*
CCOC(=O)N1CCc2c(sc3c2c(=O)n(Cc2ccccc2)c(=O)n3CC(=O)Nc2cccc(CC)c2)C1 | 3%
COc1ccc(C2C(=O)N(C3CCCCC3)CC(=O)N2CCC2=CCCCC2)cc1 (configuration not stated) | -2%
Cc1cccc(N2CCN(C(=O)NCc3noc4ccccc34)CC2)c1C | ?
O=C(NCc1ccccc1Cl)C(=O)NCC(c1ccc2c(c1)OCO2)N1CCOCC1 (configuration not stated) | 0%
COc1ccc(-c2nnc(C3CCN(C(=O)c4ccccc4F)CC3)o2)cc1 | ?
Cc1ccc(-c2cn(-c3cccc(Cl)c3)c(S(=O)(=O)CC(=O)Nc3cccc(C)c3)n2)cc1 | -13%
O=C(c1ccccc1)c1ccc2nc(N3CCN(c4ccc(F)cc4)CC3)c3nncn3c2c1 | 0%
COc1ccc(OC)c(CNC(=O)c2cc(-c3ccc(Cl)s3)nc3ccccc23)c1 | -13%
COc1cccc(CNC(=O)c2ccc3c(c2)c(C)c(C)n3Cc2ccccc2)c1OC | -4%
O=C(NCCCN1CCN(c2ccccc2)CC1)c1nnc(Cc2c(F)cccc2Cl)o1 | -2%
CCOc1ccccc1C(=O)Nc1ccc(S(=O)(=O)Nc2ncccn2)cc1 | -14%
CC(C)NC(=O)C1CCN(C(=O)N2CCOc3ccc(Cl)cc32)CC1 | -7%
CCOc1ccc(C(=O)Nc2cc(-c3ccccc3)no2)cc1 | 1.5µM*
Cc1ccc(CN2CCc3nc(SCC(=O)Nc4cccc(C)c4C)[nH]c(=O)c3C2)cc1 | 1%
COc1cc2nc(NCCc3ccccc3)n3nc(-c4cccnc4)nc3c2cc1OC | -4%
Cc1nc2ccccc2n1CCc1nc2c3ccccc3nc(SCC(=O)Nc3cccc(C(F)(F)F)c3)n2n1 | -1%
CCOc1ccc(OCC)c(NC(=O)CN(C)S(=O)(=O)c2ccc3[nH]c(=O)oc3c2)c1 | -5%
CCOc1ccc(NC(=O)CN(c2ccccc2OCC)S(=O)(=O)c2ccccc2)cc1 | 4%
CCN1CCN(CCCNC(=O)c2cnn(-c3ccc(C)cc3C)c2C2CCN(C(=O)OC(C)(C)C)CC2)CC1 | -3%
CCOC(=O)CC(=O)CSc1nc2ccsc2c(=O)n1Cc1ccccc1 | ?
O=C(Nc1cccc(-c2cn3cccnc3n2)c1)c1cc(Br)ccc1Cl | -4%
CCOC(=O)c1sc(NC(=O)c2cc3nc(-c4ccccc4)cc(C(F)(F)F)n3n2)c(C(=O)OCC)c1C | 2%
COc1cc(Cl)c(C)cc1NC(=O)CSc1cc(-c2ccccc2)nc(C)n1 | 3%
COCCc1nn2c(=O)cc(COC(=O)C(c3ccccc3)c3ccccc3)nc2s1 | 3%
CCOC(=O)c1c(C)oc2nc(C)nc(N(CC(C)C)CC(C)C)c12 | -7%
O=S(=O)(c1cccc(Cl)c1)c1nnn2c1nc(NC1CCCCCC1)c1sccc12 | 3%
CCc1ccc(NC(=O)C2CCCN(c3nnc(C)c4c(C)n(-c5ccccc5)nc34)C2)cc1 (configuration not stated) | -2%
COc1ccc(Br)cc1CNC(=O)c1cc(=O)[nH]c2ccc(S(=O)(=O)N3CCCC3)cc12 | 0%
Cc1ccc(CNC(=O)CCc2c(C)c3cc4c(C)coc4cc3oc2=O)cc1 | 1%
Cc1cccc(C)c1NC(=O)Cn1cc(S(=O)(=O)Cc2ccc(F)cc2)c2ccccc21 | -8%
CC(C)c1ccc(Nc2c(-c3ccccn3)nc3ccccn23)cc1 | -2%
CCOc1ccc(S(=O)(=O)c2cn(Cc3ccccc3C)c3ccc(OC)cc3c2=O)cc1 | -1%
CCc1nn(CC(=O)NCCc2ccc(Cl)cc2)c(=O)c2cc3c(OC)cccc3n12 | -5%
Cc1ccc(SCC(=O)Nc2ccc3oc(-c4cccc(Cl)c4)nc3c2)cc1 | -6%
Cc1cc(S(=O)(=O)Nc2ccc3[nH]c(=O)sc3c2)ccc1F | -17%
Cc1ccc2oc(-c3cccc(NC(=O)c4cccc5c(Br)cccc45)c3)nc2c1 | -17%
O=C(NCc1ccccc1)c1cc2ccc3cccnc3c2[nH]1 | ?
Cc1ccc(S(=O)(=O)c2cn(Cc3ccccc3Cl)c3ccc(F)cc3c2=O)cc1 | 2%
CCOc1ccc(C(=O)c2cn(Cc3ccc(F)cc3)c3ccc(F)cc3c2=O)cc1 | -2%
CCOc1ccc(CNC(=O)c2[nH]c3ccccc3c2Sc2ccc(C)cc2)cc1 | -2%
CC1=C(C(=O)Nc2ccc(C)cc2C)C(c2ccc(C(=O)O)cc2)n2nc(SCc3ccccc3)nc2N1 (configuration not stated) | ?
CCOc1ccc(N(CC)S(=O)(=O)N2CCCC(C(=O)NCc3ccccc3Cl)C2)cc1 (configuration not stated) | -14%
CCOc1ccc(C2=CC(c3cccc(Br)c3)n3c(nc4ccccc43)N2)cc1Cl (configuration not stated) | 13µM*
Cc1oc2ccc(O)c(CN3CCCCC3)c2c1C(=O)Nc1cccc(C(F)(F)F)c1 | 0%
Cc1ccc(NS(=O)(=O)c2c(C(=O)N3CCC(C)CC3)c(C)n(C)c2C)cc1Cl | -4%
CCOc1ccc(-c2cc(C(=O)N3CCN(S(=O)(=O)c4cc(Cl)ccc4OC)CC3)[nH]n2)cc1 | -19%

Assay outcomes (PubChem)
